Screening results (PubChem BioAssay)
KLF5 inhibitor – kruppel-like factor 5 inhibition | actives 0.23% (n = 290,000) | inhibition, % at 5 µM | DLD-1 KLF5 promoter-luciferase reporter, luminescence | AID 1700;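 active = inhibition above a per-plate limit of that plate's mean compound inhibition plus 3 SD, cut at about 60% in these data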;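 also: 0% = DMSO wells and 100% = LY294002 at 200 µM; higher means less KLF5 promoter-driven luciferase light; inactives centre near -14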
Platelet DG rel – modulates dense granule release in human platelets. human platelet-rich plasma, SFLLRN dense granule ATP release, luminescence. inhibition, %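 (compounds screened at 7.5 µM in platelet-rich plasma)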. actives 0.22% (n = 300,000). AID 1663;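 active = mean replicate score, as percent of positive control, at or above 50; inconclusive = mean below 50 but at least one replicate at or above 50; inactive = mean and every replicate below 50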
AI-2 QS mod – modulates the Vibrio harveyi AI-2 quorum sensing system | Vibrio harveyi JMH597 AI-2 luminescence/OD600 ratio, 9 h; hits give low values; strain lacks LuxN and CqsS sensors; 0 = neutral-control median | activity change, % at 7.5 µM | actives 0.4% (n = 300,000) | AID 2094; in the data active = activity change below about -75%, passing the limit was not always enough; inconclusive = no clear call, values can overlap the other calls;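 also: luminescence divided by OD600 gain over 9 h not by final OD600 alone; inactives centre near 13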
SKKanGAS inh – blocks kanamycin growth of S. pyogenes SKKanGAS strain | BacTiter-Glo, 6 h | AID 1662 | actives 1.3% (n = 300,000) | inhibition, % at 7.5 µM;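 active = mean replicate score, as percent of positive control median, at least 50; inconclusive = mean below 50 but one replicate at or above 50; inactive = mean and every replicate below 50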;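 also: strain carries kanamycin resistance gene driven by streptokinase promoter and grows in 40 µg/ml kanamycin; loss of luminescence reflects streptokinase promoter inhibition or plain growth inhibition; 0% = median of DMSO wells and 100% = positive control at its reference dose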
HIF act – HIF pathway transcriptional activation | U2OS HRE-luciferase reporter, luminescence; normalized: DMSO 0%, desferrioxamine 100% | activation, % at 7.5 µM (by protocol) | actives 0.32% (n = 300,000);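 active = mean activation of at least 10% of the iron chelator positive control signal, with at least half of replicates also reaching 10%; inconclusive = mean and replicate majority disagree about reaching 10%; inactive = mean and most replicates under 10%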
HSP90 refold inh – inhibitors of HSP90 luciferase refolding in rabbit reticulocyte lysate; actives 0.91% (n = 290,000); inhibition, % at 5.6 µM; luciferase refolding luminescence, 3 h;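 active = inhibition above the screen-wide mean plus 3 SD, computed separately per campaign, cut at about 16% in these data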;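 also: 0% = DMSO wells and 100% = 60 µM geldanamycin wells; inhibitors lower the luminescence because luciferase stays unfolded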
aSyn 5UTR inh – MLPCN primary screen, SNCA 5' untranslated region; alpha-synuclein 5'UTR reporter, inhibitor activity; actives 0.82% (n = 300,000); inhibition, % (tested at 7.5 µM); in the data active = inhibition above about 60%; inconclusive = no clear call, values can overlap the other calls;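 also: H4 neuroglioblastoma cells stably carrying SNCA 5'UTR luciferase fusion; 0% = DMSO wells and 100% = positive control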
HSF-1 act – increases HSF-1 driven luciferase reporter signal. NIH3T3-HGL HSF-1 luciferase reporter, MG132, 8 h; 100% = twice DMSO control signal. activation, % at 9 µM. actives 1.7% (n = 300,000);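 active = mean replicate activation of at least 50% with a set share of replicates each reaching 50%; inconclusive = only one of those two conditions met; inactive = mean below 50% and too few replicates reaching it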;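 also: 0% = median of the neutral control wells and 100% = twice that signal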
IEC-6 tox – IEC-6 cytotoxicity, counter-screen for KLF5 inhibitors; inhibition, % at 5 µM; AID 1825; luminescence viability; actives 0.78% (n = 290,000); in the data active = inhibition above about 22%;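 also: 0% = plate median of test compound wells and 100% = cytotoxic reference compound wells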
HSF1 inhib – HSF1 inhibition; NIH3T3-HGL HSE-luciferase, MG132-induced, luminescence 8 h; hits give low values; activity change, negative = inhibition, % at 7.5 µM (by protocol); actives 0.77% (n = 300,000); AID 2098;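 active = more than half of replicate wells show activity change below -50%, luminescence cut by over half; inconclusive = some wells, but at most half, below -50%; inactive = no replicate well below -50%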;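 also: luciferase reports HSF-1 transcriptional activity via heat shock element; 0% = median of DMSO wells and -100% = zero luminescence signal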
* = called active by the depositor; u = inconclusive; x = not tested or not shown.

SMILES	KLF5 inhibitor	Platelet DG rel	AI-2 QS mod	SKKanGAS inh	HIF act	HSP90 refold inh	aSyn 5UTR inh	HSF-1 act	IEC-6 tox	HSF1 inhib
COc1ccc(OC)c(CN2CCC(CNC(=O)Nc3cccc(Cl)c3)CC2)c1	-4.1	7.0	16.7	-8.3	-0.2	2.0	10.5	-1.8	3.9	0.8
Cc1[nH]nc(Nc2ccc(Br)cc2)c1[N+](=O)[O-]	-137.5	-2.4	18.0	-4.8	3.8	1.8	-163.5	39.0	35.1*	20.5
COc1cccc(CNC(=O)CCCn2nc(C)n3c(cc4sccc43)c2=O)c1	-12.0	11.9	14.1	-7.6	0.2	-1.5	-1.6	22.5	-6.3	5.8
Cc1oc(-c2ccc(C(F)(F)F)cc2)nc1CN(Cc1ccccn1)C[C@@H]1CCC(=O)N1	-23.8	2.4	18.4	u	-0.4	0.2	-44.4	12.9	-2.7	-2.3
CCc1nnc(NC(=O)c2ccc(S(=O)(=O)N(CC)CC)cc2)s1	-20.1	-4.2	48.3	1.0	0.0	-1.7	-15.0	39.8	2.3	6.5
Nc1ccccc1C#Cc1ccc([N+](=O)[O-])cc1	x	-6.0	2.7	-1.8	4.3	x	-261.6	33.5	x	23.9
CN1C(=S)SC(/[N+]([O-])=C/c2c(F)cccc2Cl)C1(C)C (centres undefined)	-18.2	2.9	0.2	-17.3	0.2	-1.2	4.9	13.6	-2.7	1.4
COc1ccccc1C(=O)C1CCCN(Cc2cccc3nccnc23)C1 (centres undefined)	-11.8	-0.4	8.4	-3.7	-0.6	1.1	-11.0	-20.3	8.5	-3.8
Cc1ccc(CN2CCN(/N=C/c3ccc(Cl)c([N+](=O)[O-])c3)CC2)cc1	-13.9	-2.5	13.8	1.9	-0.3	5.8	23.3	-7.5	-2.6	-1.3
CC(C)CNC(=O)Nc1ccc(F)c(Cl)c1	-56.6	-6.5	10.7	-14.0	1.0	3.9	-28.6	36.7	1.0	8.2
CCc1ccc(C(=O)COC(=O)c2cncc(Br)c2)cc1	3.8	5.8	12.0	-5.3	0.1	0.2	19.9	-13.9	-2.5	-14.2
CC(=O)Nc1ccc(NC(=O)CNC(=O)c2sc3ccccc3c2Cl)cc1	x	14.1	17.1	30.2	0.0	x	2.4	-0.6	x	-0.3
Cc1ccc(-c2nc(-c3ccccc3)no2)cc1	-117.1	18.9	16.2	3.9	-0.1	-2.2	u	-19.7	-1.3	-13.6
Cc1ccc(-n2c(O)c(/C=N/NC(=O)C3COc4ccccc4O3)c3ccccc3c2=O)cc1 (centres undefined)	-10.2	-8.5	30.6	100.9*	-35.5	1.9	-22.0	3.7	-2.4	0.2
Cc1ccc(C(=O)NCC(c2ccco2)N2CCc3ccccc32)cc1C (centres undefined)	x	4.9	1.7	13.9	1.5	x	-3.3	-3.2	x	0.8
O=C1CCCC/C1=C/NCc1ccc(F)cc1	-20.1	2.0	12.5	-5.3	-0.1	2.4	-19.8	-2.3	0.6	-5.3
Clc1cccc(-c2ccc(/C=N/n3cnnc3)o2)c1	4.1	-2.5	26.3	-9.4	-0.1	0.2	38.5	7.2	-0.3	-0.4
N#CC1=C(N)NC(SCC(=O)O)=C(C#N)C12CCCC2	-30.3	2.4	-2.0	3.1	0.0	-1.1	2.1	4.1	-4.8	0.7
O=C(NCCc1ccc(Cl)cc1)C1CCC(=O)N1Cc1ccccc1Cl (centres undefined)	-51.5	19.4	25.7	2.8	-0.2	-4.4	13.5	1.1	-8.6	-0.2
Cc1cccc2c(N=Nc3ccccc3)c(O)[nH]c12	-140.0	4.4	4.0	-10.5	3.7	-0.8	-112.1	61.1*	12.5	25.9
CCCN(CCC)CC(O)CN(c1ccccc1)S(=O)(=O)c1ccc(C)cc1 (centres undefined)	-16.1	-0.6	23.3	-2.5	-0.3	-4.7	10.4	0.5	-1.0	-7.2
Cn1nnnc1SCCNCc1ccc(Cl)cc1	-3.1	-1.2	5.4	-2.7	0.4	1.4	-20.1	-3.2	1.9	4.5
Cc1ccc(OCC(=O)N2CCCCCCC2)cc1	-68.8	-4.9	23.4	-0.8	-34.3	-3.7	-54.6	-5.3	3.4	4.5
CN(C)c1cccc2c(/C=N/O)ccc(N(C)C)c12	8.6	6.4	10.5	-7.4	0.2	52.0*	14.8	-11.9	5.9	-6.8
C/C(CC(=O)NCc1ccco1)=N\NC(=O)C(c1ccccc1)c1ccccc1	-18.9	-0.7	5.8	-4.5	-0.1	-1.9	-23.3	7.2	-2.2	2.4

Other records
SMILES	KLF5 inhibitor	Platelet DG rel	AI-2 QS mod	SKKanGAS inh	HIF act	HSP90 refold inh	aSyn 5UTR inh	HSF-1 act	IEC-6 tox	HSF1 inhib
O=C(O)CC1=C(O)C(=O)N(c2ccccc2)C1c1ccc(Cl)cc1 (centres undefined)	-26.2	-14.6	23.0	9.3	0.0	-2.5	1.3	-2.9	-3.9	7.2
COc1ccc(CCNC(=O)Cc2cc(=O)[nH]c(=O)[nH]2)cc1OC	-22.1	-6.3	13.9	-0.6	0.0	0.1	-9.2	-5.9	0.6	0.0
Cc1cc(C(=O)COC(=O)c2ccc(Cl)c(S(N)(=O)=O)c2)c(C)n1CC1CCCO1 (centres undefined)	x	-3.8	21.1	21.9	-0.4	x	-104.0	-62.1	x	-56.7*
CN(C)c1ccc2c(=O)[nH][nH]c(=O)c2c1	-0.3	0.3	-1.7	-1.9	0.0	1.5	14.2	5.9	-3.0	-2.0
CCCSc1ncnc2c1oc1ccccc12	-8.3	-3.2	-1.0	7.1	0.3	3.5	-33.7	-12.1	-3.5	2.8
Cc1ccc(-c2csc(NC(=O)COc3ccc(N(C)S(=O)(=O)c4ccc(C)cc4)cc3)n2)cc1	-31.1	-12.7	23.1	10.9	0.8	-3.7	-46.6	2.4	1.6	0.5
Cc1cc(/C=C2\NC(=S)NC2=O)c(C)n1-c1cccnc1	2.9	-13.4	-5.5	19.2	0.2	3.2	1.8	9.3	4.2	-4.9
CCOC(=O)c1nc(C)nc(Sc2n[nH]c(-c3cc(Cl)cc(Cl)c3)n2)c1C	-0.6	3.6	95.9	11.0	-0.2	-0.3	10.4	-13.9	-3.7	-4.4
O=c1cc(CN2CCN(S(=O)(=O)c3ccc4ccccc4c3)CC2)nc2sccn12	-3.0	0.8	10.3	-4.0	0.2	1.3	4.2	1.1	-0.7	-0.7
O=C(CNC(=O)c1ccccc1F)N/N=C/c1ccco1	-40.6	-2.4	32.3	-2.4	0.2	-3.5	-21.3	1.5	2.8	-2.4
CCC1CO/C(=C(\C(=C(Cl)Cl)N2CCOCC2)[N+](=O)[O-])N1 (centres undefined)	-15.3	-1.4	5.2	-0.7	-0.1	2.9	-4.0	-13.0	0.2	4.1
Cc1ccc(-c2nc3ncccc3o2)cc1NC(=O)C(C)(C)C	11.4	5.5	17.0	6.7	-5.1	0.4	-21.2	2.3	2.2	4.1
COc1ccc(C(=O)COC(=O)c2ccc(OC)c(OC)c2)cc1OC	21.9	0.9	15.7	-1.7	-0.7	2.6	-1.8	-9.1	4.9	-1.7
CCOc1cccc2sc(N(CCN(CC)CC)C(=O)c3ccc(S(=O)(=O)N4CCCCC4)cc3)nc12	-51.5	-7.8	4.5	-1.3	0.0	1.7	3.6	x	5.7	x
O=C(Nc1ccc(Cl)cc1)N1CCOC12CCC1(CC2)OCCO1	-44.3	9.9	12.3	4.6	0.4	-3.3	-27.3	29.4	-4.3	14.3
O=C(O)c1ccccc1CSc1nc2ccccc2o1	-102.0	2.6	49.7	24.2	1.1	3.5	-114.0	28.4	-4.4	12.3
OC1CCCN(C(=S)Nc2ccc(SC(F)F)cc2)C1 (centres undefined)	-5.7	-4.6	9.5	3.5	0.6	1.2	-68.3	6.4	5.2	-0.7
O=C(CCn1c(=O)sc2ccccc21)NCc1ccccc1	-10.9	1.8	10.1	-1.0	-0.2	9.7	-1.2	-15.6	-2.8	-1.5
CCOC(=O)N1CCN(S(=O)(=O)c2ccc(C)cc2)CC1	-29.5	12.5	-0.9	3.8	-0.1	4.9	-14.9	5.0	-0.2	-3.7
C=CCNC(=S)NNC(=O)c1ccc(C)c(Cl)c1	-26.0	-1.4	10.4	0.2	0.3	-1.3	-22.2	-38.1	1.9	-14.1
Cc1scc(C(=O)N/N=C/c2ccc(Cl)s2)c1C	-80.5	-7.0	16.1	-13.4	0.3	6.2	-93.3	-5.1	-3.7	4.5
CCCC(=O)OCC(=O)Nc1ccccc1C#N	-27.7	-1.0	24.1	-3.0	-0.5	-0.9	-13.8	-5.1	1.5	4.0
CNC(=O)c1cc2cc(OC)ccc2n1CCN(C)C	-25.9	10.5	4.2	1.2	-0.3	0.2	-0.5	-14.4	-2.7	-4.4
O=C(Cc1ccccc1)NS(=O)(=O)c1ccc(N=NN2CCOCC2)cc1	2.5	18.5	-19.0	x	0.3	-3.5	1.4	8.4	-2.3	4.3
Cc1[nH]nc2c1C1(C(=O)Nc3ccc([N+](=O)[O-])cc31)C(C#N)=C(N)O2 (centres undefined)	-7.6	-2.9	15.4	8.2	0.0	1.5	3.7	-1.5	-2.2	-2.7

The listing continues.
SMILES	KLF5 inhibitor	Platelet DG rel	AI-2 QS mod	SKKanGAS inh	HIF act	HSP90 refold inh	aSyn 5UTR inh	HSF-1 act	IEC-6 tox	HSF1 inhib
Cc1ccc(NC(=O)CS(=O)CC(=O)NCCCc2ccccc2)cc1Cl (centres undefined)	0.6	22.6	15.7	-10.6	-0.1	-0.6	31.2	2.5	-8.7	1.8
O=C(Nc1ccccc1Cl)c1csc(-c2cccnc2)n1	-34.1	-1.3	40.1	-3.8	2.2	-1.1	-69.9	22.6	4.1	6.3
CCC1CSC(Nc2ccc(C(=O)/C=C/c3cccc(C)c3)cc2)=N1 (centres undefined)	-27.5	-2.7	20.7	40.2	0.8	0.2	-34.1	74.7*	5.3	53.1
COc1ccc(CCNC(=O)CSC(=O)c2ccccc2)cc1OC	-30.7	0.3	14.5	-1.8	-0.3	2.3	7.9	-4.6	6.0	-4.7
Oc1ccc(-c2nccc(-c3ccccn3)n2)cc1	-104.8	8.7	6.3	3.2	3.8	1.6	-188.3	18.6	-0.6	14.5
Cc1ccc(S(=O)(=O)N2CCCC(C(=O)NC3CCCC3)C2)cc1 (centres undefined)	3.3	-0.5	x	-9.8	0.2	2.9	-9.5	0.8	-8.0	-10.2
CCOCCCn1c(C)nc2c(c1=O)c1nc3ccccc3nc1n2CCC1=CCCCC1	-0.7	-4.8	19.2	13.4	0.2	-1.1	29.6	3.8	-2.1	-0.7
O=c1cc(-c2ccccc2)[nH]c2nc3ccccc3n12	-83.8	6.7	18.1	11.4	2.0	8.5	-88.7	47.0	13.4	23.3
O=C(c1ccc([N+](=O)[O-])o1)N1CCOCC1	23.6	-11.8	28.8	1.9	0.7	-1.9	0.2	x	-4.1	x

Not a hit list. About 6% of those tested had a hit in this group.
